# MsrA act – bovine MsrA enzyme activators, primary screen, biochemical, absorbance, HTS | 360,000 compounds, 0.3% hits | activation, % at 10.6 µM | purified bovine MsrA, absorbance read-out | AID 602163, 2012 | Methionine sulfoxide reductase A (Bos taurus); in the data active = activation above about 7.5%;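 also: 0% = vehicle and 100% = reference activator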
# STEP inh – STEP phosphatase inhibitors, primary screen, biochemical, fluorescence intensity, uHTS; Tyrosine-protein phosphatase non-receptor type 5 (Homo sapiens), P54829; inhibition, % at 20 µM; 360,000 compounds, 0.25% hits; recombinant STEP, OMFP fluorogenic substrate;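 active = inhibition at 20 µM, scaled per plate between control wells, above about 37%, limit read from the data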;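 also: 0% = DMSO with enzyme and substrate and 100% = substrate only without enzyme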
#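 Test system: STEP tyrosine phosphatase / Reagent: OMFP at 25 µM / Doses: 20 µM, 1% DMSO / Read-out: percent inhibition scaled to no-enzyme and uninhibited-enzyme controls, plate-pattern corrected / Detection: FITC-channel fluorescence of OMFP product / Medium: Bis-Tris buffer pH 6.0, 2.5 mM DTT, 0.005% Tween 20 / Schedule: 20 min at room temperature, dark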
# Scp-1 inhibitor – Scp-1 phosphatase inhibitors, primary screen, biochemical, colorimetric, uHTS. Carboxy-terminal domain RNA polymerase II polypeptide A small phosphatase 1 (Homo …. AID 493091, 2011. inhibition, % at 20 µM. 340,000 compounds, 0.88% hits. Recombinant Scp1, phosphopeptide, malachite green phosphate absorbance;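 active = inhibition above about 50% at 20 µM, limit read from the data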;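 also: plate controls were DMSO wells with enzyme for no effect and wells lacking enzyme for full effect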
#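 Material – SCP-1 phosphatase catalytic domain, residues 76-261 · Buffer or medium – Acidic Tris acetate buffer with magnesium and detergent · Also added – Phospho 17-mer peptide substrate · Compound – single 20 µM dose, 1% DMSO · Times – 45 min room-temperature reaction, 5 min colour, 30 min stabiliser · Technique – Phosphate-binding colour reagent, absorbance read at 630 nm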
# SUMO1-SIM PPI – modulators of SUMO1 protein-protein interactions, primary screen, biochemical, uHTS. Small ubiquitin-related modifier 1 (Homo sapiens), P63165. SUMO1 binding to a labelled peptide, TR-FRET, 1 h. inhibition, % at 20 µM. 360,000 compounds, 0.33% hits; in the data active = inhibition above about 37%
# DNMT1 block – human DNMT1 methyltransferase inhibitors, primary screen, biochemical, molecular beacon, fluorescence, HinP1I cleavage, uHTS | inhibition (reported as % activation of signal), % at 10 µM | AID 588458, 2011 | DNA (cytosine-5)-methyltransferase 1 (Homo sapiens), P26358 | 360,000 compounds, 0.83% hits; in the data active = inhibition above about 50%
# Target sequence (P26358 504-1616 limits assumed): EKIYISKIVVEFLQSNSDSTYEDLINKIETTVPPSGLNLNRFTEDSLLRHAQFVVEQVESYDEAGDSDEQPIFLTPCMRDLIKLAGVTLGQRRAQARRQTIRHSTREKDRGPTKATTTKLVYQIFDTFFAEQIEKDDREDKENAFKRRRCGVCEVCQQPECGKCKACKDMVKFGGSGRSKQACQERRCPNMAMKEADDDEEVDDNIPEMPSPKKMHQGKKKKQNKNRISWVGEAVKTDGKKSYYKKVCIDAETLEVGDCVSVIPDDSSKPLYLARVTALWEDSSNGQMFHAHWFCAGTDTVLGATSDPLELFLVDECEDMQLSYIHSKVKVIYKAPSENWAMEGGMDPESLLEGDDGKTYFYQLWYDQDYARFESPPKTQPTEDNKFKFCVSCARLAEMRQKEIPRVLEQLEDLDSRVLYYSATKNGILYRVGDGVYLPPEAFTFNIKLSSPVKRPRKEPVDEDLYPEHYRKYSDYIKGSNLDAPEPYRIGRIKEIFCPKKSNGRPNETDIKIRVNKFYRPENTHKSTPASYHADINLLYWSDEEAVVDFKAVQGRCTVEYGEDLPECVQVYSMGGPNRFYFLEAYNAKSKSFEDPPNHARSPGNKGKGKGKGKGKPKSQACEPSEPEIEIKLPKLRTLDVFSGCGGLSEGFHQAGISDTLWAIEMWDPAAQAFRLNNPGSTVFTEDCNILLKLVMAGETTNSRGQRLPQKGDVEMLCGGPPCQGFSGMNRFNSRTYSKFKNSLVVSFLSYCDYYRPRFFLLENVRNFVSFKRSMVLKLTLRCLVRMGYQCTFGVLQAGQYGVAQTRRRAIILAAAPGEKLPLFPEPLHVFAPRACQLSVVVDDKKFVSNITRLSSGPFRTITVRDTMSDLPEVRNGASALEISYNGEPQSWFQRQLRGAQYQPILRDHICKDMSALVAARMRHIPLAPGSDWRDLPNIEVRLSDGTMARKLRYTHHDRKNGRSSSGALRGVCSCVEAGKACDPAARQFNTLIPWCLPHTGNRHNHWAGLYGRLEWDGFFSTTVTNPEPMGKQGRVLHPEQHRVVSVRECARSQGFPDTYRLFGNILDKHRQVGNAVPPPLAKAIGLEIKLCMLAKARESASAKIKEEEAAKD
# LMPTP inh – LMPTP phosphatase inhibitors, primary screen, biochemical, fluorescence intensity, uHTS | inhibition, % at 20 µM | recombinant LMPTP-A, OMFP fluorogenic substrate | Low molecular weight phosphotyrosine protein phosphatase (Homo sapiens), P24666 | 360,000 compounds, 0.22% hits;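 active = compounds that cut the enzyme signal by at least half of the control window in the single-dose screen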;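 also: plate controls were DMSO wells with enzyme plus substrate for no effect and substrate without enzyme for full effect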
#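 Assay system: LMPTP-A enzyme. Input: 0.625 nM LMPTP-A final. Probe or stimulus: 400 µM OMFP. Compound dosing: single 20 µM dose. Schedule: 50 min dark incubation at room temperature. Detection: fluorescence intensity of OMFP turnover product. Read-out: percent inhibition versus substrate-only and uninhibited controls. Benchmarks: no-enzyme low control, uninhibited high control.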
# NRP1-CendR mod – modulators of CendR peptide binding to NRP-1, primary screen, biochemical, fluorescence polarization, uHTS | inhibition, % at 25 µM | AID 602438, 2012 | 360,000 compounds, 0.85% hits | FAM-RPARPAR peptide binding to NRP-1 | Neuropilin-1 (Homo sapiens), O14786;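 active = inhibition or corrected inhibition above about 18%, plus a signal ratio from 0.5 to 1.5, limit read from the data, passing the limit was not always enough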; also: strong numbers were not always called active
# E coli Lon inh – inhibitors of E. coli Lon protease, primary screen, biochemical, fluorescence polarization | inhibition, % at 7.94 µM | 360,000 compounds, 0.42% hits | purified E. coli Lon protease | AID 602123, 2011; in the data active = inhibition above about 13%, passing the limit was not always enough;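 also: 0% = enzyme with probe and DMSO and 100% = no enzyme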
# TbMetRS inhib – T. brucei MetRS inhibitors, primary screen, biochemical, luminescence; purified T. brucei MetRS, ATP depletion, Kinase-Glo luminescence; inhibition, % at 11.9 µM; 360,000 compounds, 0.4% hits; AID 624268, 2012; methionyl-tRNA synthetase (Trypanosoma brucei brucei);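 active = inhibition above a per-plate cutoff of the control wells' mean inhibition plus 3 SD, cut at about 5.5% in these data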;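 also: 0% = DMSO wells median and 100% = median of wells with control inhibitor compound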
#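 Test system – parasite MetRS enzyme · Reagent – substrates ATP, L-methionine and bulk Escherichia coli tRNA · Doses – 11.9 µM compound single dose, 0.9% DMSO · Times – 15 min enzyme-compound preincubation, 2 h reaction, 10 min detection, 25 °C · Signal – Kinase-Glo luminescence, ATP depletion format · Controls – DMSO-only wells as low control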
# MsrA inhibitor – bovine MsrA enzyme inhibitors, primary screen, biochemical, absorbance, HTS. 360,000 compounds, 0.75% hits. AID 651718, 2012. Methionine sulfoxide reductase A (Bos taurus). purified bovine MsrA, absorbance read-out. inhibition, % at 15.5 µM; in the data active = inhibition above about 4.5%;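 also: 0% = vehicle wells with enzyme and 100% = reference inhibitor wells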
# Starred values were filed as active, the others as inactive; · = no result given; & = joins results of further samples.
Structure	MsrA act	STEP inh	Scp-1 inhibitor	SUMO1-SIM PPI	DNMT1 block	LMPTP inh	NRP1-CendR mod	E coli Lon inh	TbMetRS inhib	MsrA inhibitor
CC(=O)N1CCN(c2ccc(Oc3nc(-c4ccccc4)nc4ccccc34)cc2)CC1	-1	1	-9	4	-2	1.4	4	-15	-0.3	1.4
CCC(CNC(=O)c1c(C)nn(-c2ccccc2)c1Cl)c1ccccc1 (centres undefined)	-1	1	-2	1	1	1.4	-15	10	-0.8	0.0
OC(c1ccco1)c1nc(-c2ccc(F)c(Cl)c2)cs1 (centres undefined)	-1	2	·	9	-5	-0.3	-4	2	-0.1	-0.9
CCCn1c(N)c(N(CCOC)C(=O)C2CCCC2)c(=O)[nH]c1=O	-3	-2	-1	1	7	-0.3	4	-5	-0.3	-1.5
CCN(C[C@H]1N[C@@](Cc2ccccc2)(C(=O)OC)[C@H]2C(=O)N(Cc3ccccc3)C(=O)[C@@H]12)C(=O)Nc1ccc(F)cc1	-1	0	-8	-1	0	1.1	-12	-3	0.1	0.1
C/C(CC(=O)Nc1ccccn1)=N\NC(=O)c1ccc([N+](=O)[O-])cc1Cl	3	-2	-10	-29	-2	-0.7	-2	-4	-0.4	0.2
COc1ccccc1OCCn1cc(/C=C(\C#N)C(=O)NCc2cccs2)c2ccccc21	-7	-4	-8	1	-4	1.2	-3	-7	-0.3	0.7
COC(=O)c1ccccc1NC(=O)Cn1cnc2c(cnn2-c2ccccc2)c1=O	1	-2	-6	7	1	-0.3	-6	4	0.1	·
COc1ccc(C2=CC(=O)C[C@H](c3ccc(OC)c(OC)c3)C2)cc1	-2	-1	-13	-26	-8	1.7	21*	-4	0.1	-0.6
O=C(NC(=S)Nc1cccc(O)c1)C12CC3CC(CC(C3)C1)C2	2	2	·	6	-4	2.3	-4	-4	-0.2	0.9
CCCN1C(=O)c2cc(C(=O)Nc3ccccc3CC)ccc2C1O (centres undefined)	-3	0	-9	2	8	-2.5	-9	1	-0.5	-1.1
COCc1nnc(NC(=O)c2ccc(Cl)cc2[N+](=O)[O-])s1	-10	-1	8	-6	0	-0.4	-2	9	-0.4	1.1

# Additional structures follow.
Structure	MsrA act	STEP inh	Scp-1 inhibitor	SUMO1-SIM PPI	DNMT1 block	LMPTP inh	NRP1-CendR mod	E coli Lon inh	TbMetRS inhib	MsrA inhibitor
Cc1csc(NC(=O)Cc2ccccc2Cl)n1	-4	-1	-5	7	-1	0.3	-5	-2	-0.3	0.4
CCCn1c(SCC(=O)c2ccc(OC)c(OC)c2)nc2c1c(=O)n(C)c(=O)n2C	1	0	-3	-5	-8	1.2	-15	-8	-0.5	0.8
Cc1onc(-c2ccccc2)c1C(=O)OCC(=O)N(C)c1ccccc1	-1	-2	-3	-1	2	0.4	-7	3	0.0	0.4
Cc1ccc(-c2nc(C3CCN(S(=O)(=O)c4ccc(C(F)(F)F)cc4)CC3)no2)cc1	2	-3	-6	0	2	4.5	3	-5	-0.7	1.9
COc1ccccc1C=NNC(=O)c1ccccc1OCCOc1ccccc1	-2	4	22	1	-24	7.4	1	8	-0.3	1.0
CCN1C(=O)S/C(=C/c2ccsc2)C1=O	-11	0	3	-21	2	0.3	-4	2	-0.8	3.5
N#CCCn1cc(/C=N/NC(N)=S)c(-c2ccc(Br)cc2)n1	-3	2	15	-4	0	0.9	13	-6	-0.1	0.6
COc1cc(C(=S)N2CCOCC2)ccc1OC(=O)c1ccccc1	-1	-1	-5	-1	0	0.1	10	2	0.3	-1.2
CCOC(=O)c1cc(C#N)c(=S)[nH]c1C	4	3	5	3	-2	0.1	5	-5	-0.4	3.2
COc1cc(NC(=O)C(C)(C)C)c(C(=O)OCC(=O)Nc2cc(C)on2)cc1OC	-11	-2	·	2	12	-1.0	3	-7	-0.5	0.5
CCOC(=O)CNc1ccc2c(c1)OCO2	0	-5	3	-6	-8	1.0	34*	65*	-0.3	-0.2
COc1cccc(N2CCN(C(=O)c3cccc(NC4=NC5CS(=O)(=O)CC5S4)c3)CC2)c1 (centres undefined)	-1	-1	-4	5	-1	-0.8	0	2	-0.3	-0.2

# More results:
Structure	MsrA act	STEP inh	Scp-1 inhibitor	SUMO1-SIM PPI	DNMT1 block	LMPTP inh	NRP1-CendR mod	E coli Lon inh	TbMetRS inhib	MsrA inhibitor
CC(C)(C)OC(=O)N1CCC(CC2CC(c3ccccc3)=NO2)(C(=O)NCc2ccccc2)CC1 (centres undefined)	-3	0	-5	6	3	-0.2	-4	-7	0.5	2.8
CC(C)[C@H](NC(=O)OCc1ccccc1)C(=O)OCC(=O)NCc1ccco1	-11	-1	59*	2	19	-1.0	-10	-9	-0.2	-0.1
CCOc1cc(C(=S)N2CCCCC2)ccc1OS(=O)(=O)c1ccc(Cl)cc1	-1	5	-17	0	-3	3.0	4	6	0.1	0.9
CCn1ncc(C(=O)Nc2ccc(F)cc2)c1C	-3	3	-13	-2	2	-2.8	0	-3	-0.1	0.2
Cc1sc(NC(=O)c2cccc([N+](=O)[O-])c2)c(C(N)=O)c1-c1ccc(C(C)(C)C)cc1	-2	5	-11	-1	-6	0.5	-6	2	-0.2	-1.0
O=C(Cn1cnc2ccccc21)c1ccc(Br)cc1	-5	2	-4	0	2	-1.2	-16	-7	-0.7	-0.4
Cc1cccc2c1NC(C)CC2C (centres undefined)	-10	-4	-2	9	8	0.7	-15	-9	-2.6	-0.5
CC1(C)CC(=O)C/C(=N\NC(=O)C2C3CCCCC32)C1 (centres undefined)	-4	-2	-3	-4	-3	-1.1	7	-2	-0.2	0.3
CCOC(=O)[C@]12CCCC=C1N(Cc1ccco1)C(=O)[C@H](CC(=O)NCCC(C)C)C2	0	·	·	4	·	3.7	6	3	-0.5	-0.9
COc1ccc(C2CC(c3cccs3)=NN2C(=O)CSc2nc3c(cnn3-c3ccccc3)c(=O)[nH]2)cc1 (centres undefined)	-1	-2	-17	-4	-3	1.9	5	0	0.1	-0.1
Cn1c(N2CCOCC2)nc(-c2ccccc2)c1-c1ccccc1	-1	-1	1	0	4	-2.5	4	3	-0.5	-0.1
C/C(=N/NC(=O)CNC(=O)c1ccco1)c1ccco1	-4	-2	6	-4	6	0.9	1	3	-0.5	0.9

# Some entries already given, showing only E coli Lon inh, MsrA inhibitor and Scp-1 inhibitor.
Molecule | E coli Lon inh | MsrA inhibitor | Scp-1 inhibitor
Cc1sc(NC(=O)c2cccc([N+](=O)[O-])c2)c(C(N)=O)c1-c1ccc(C(C)(C)C)cc1 | 2 | -1.0 | -11
C/C(=N/NC(=O)CNC(=O)c1ccco1)c1ccco1 | 3 | 0.9 | 6
COc1ccc(C2CC(c3cccs3)=NN2C(=O)CSc2nc3c(cnn3-c3ccccc3)c(=O)[nH]2)cc1 (centres undefined) | 0 | -0.1 | -17

# (cont.)
# Values in the order: MsrA act, STEP inh, Scp-1 inhibitor, SUMO1-SIM PPI, DNMT1 block, LMPTP inh, NRP1-CendR mod, E coli Lon inh, TbMetRS inhib, MsrA inhibitor
- Cc1ccc(C(C)C)cc1-n1nnc(-c2cccc(Cc3ccc4ccccc4c3)c2)c1C(C)O (centres undefined)
  -2, 2, ·, -3, -5, 4.1, -1, 5, -0.9, 2.3
- Cc1ccc(OCCN(C)C)c([N+](=O)[O-])c1
  -10, -2, 1, -8, 7, -2.4, -2, 2, -1.4, -0.3
- O=C(CC1C(=O)NCCN1Cc1ccc(-c2ccccc2)cc1)NCc1ccncc1 (centres undefined)
  -2, 0, -10, -2, -12, -1.0, -4, 7, -0.5, 1.2
- Cc1cc(NC(=O)CSc2nnc(-c3ccco3)n2CC2CCCO2)no1 (centres undefined)
  0, 0, -2, 1, 2, -1.4, -2, -5, 0.7, 0.4
- COc1ccc(NC(=O)C[C@H]2C(=O)N(CCc3ccccc3)C[C@@H]2c2ccc(OC)cc2)cc1
  0, 0, ·, -2, -3, -1.0, -4, 0, 0.1, 0.2
- O=C(Nc1cccc(-c2cn3ccccc3n2)c1)c1cccs1
  -1, 1, -7, 3, 8, 1.3, -18, -3, 0.0, -0.1
- N#CC(C#N)=C/C=C(\Nc1ccc(Cl)cc1)c1ccc(Cl)cc1
  2, -1, -15, -10, -1, 0.9, -18, -56, 0.0, 1.3
- Cc1ccc(CSCCNC(=O)CCSc2ccccc2)cc1
  -1, 1, -3, 2, -9, -0.7, -22, 2, -0.5, -1.0
- O=C(NCc1nnc(SCC(=O)N2CCC(Cc3ccccc3)CC2)o1)c1ccccc1F
  -3, 0, -5, 2, -1, -0.8, -12, -3, -0.7, 1.5
- O=S(=O)(/N=C(/NNS(=O)(=O)c1ccccc1)c1ccccc1)c1ccccc1
  0, 3, -9, 3, 0, -0.2, 15, -12, 0.4, -0.8

# Next part
# Values in the order: MsrA act, STEP inh, Scp-1 inhibitor, SUMO1-SIM PPI, DNMT1 block, LMPTP inh, NRP1-CendR mod, E coli Lon inh, TbMetRS inhib, MsrA inhibitor
- Cc1cc(OCC(O)CN2CCN(C)CC2)ccc1C(C)C (centres undefined)
  -2&-3, -1&1, -10&-13, 0&-1, 3&3, -2.7&-2.1, 4&7, -8&-2, -0.2&-0.4, 0.1&-1.7
- O=C(O)CN1C(=O)C(=O)N(Cc2ccc(C(F)(F)F)cc2)C1=O
  -3, -2, -4, -3, 0, -2.4, -2, 6, -0.9, -0.5
- Cc1ccc(Cl)cc1NC(=S)N(Cc1ccccc1)Cc1cccnc1
  -6, 0, -2, 2, -2, -0.6, 8, -1, -0.3, 1.5
- CC1(C)Cc2cccc(C(=O)Nc3ccc(Cl)cc3)c2O1
  -4, 2, -14, 2, 0, 2.7, -2, 3, -0.4, -0.6

# Source: PubChem
